ALOX12 inhib = blocks human 12-lipoxygenase activity. P18054. Potency, µM (highest dose often 57.1 µM), for inactives: at the top dose activity change, negative = inhibition, usual class: inhibitors. purified 12-hLO, xylenol orange hydroperoxide absorbance. actives 0.12% (n = 150,000); note: potency is the fitted concentration of half-maximal effect; nearly all actives have a fitted effect of over 55% in size; many of its hits are not listed in these tables
Target sequence (P18054 whole entry, looked up): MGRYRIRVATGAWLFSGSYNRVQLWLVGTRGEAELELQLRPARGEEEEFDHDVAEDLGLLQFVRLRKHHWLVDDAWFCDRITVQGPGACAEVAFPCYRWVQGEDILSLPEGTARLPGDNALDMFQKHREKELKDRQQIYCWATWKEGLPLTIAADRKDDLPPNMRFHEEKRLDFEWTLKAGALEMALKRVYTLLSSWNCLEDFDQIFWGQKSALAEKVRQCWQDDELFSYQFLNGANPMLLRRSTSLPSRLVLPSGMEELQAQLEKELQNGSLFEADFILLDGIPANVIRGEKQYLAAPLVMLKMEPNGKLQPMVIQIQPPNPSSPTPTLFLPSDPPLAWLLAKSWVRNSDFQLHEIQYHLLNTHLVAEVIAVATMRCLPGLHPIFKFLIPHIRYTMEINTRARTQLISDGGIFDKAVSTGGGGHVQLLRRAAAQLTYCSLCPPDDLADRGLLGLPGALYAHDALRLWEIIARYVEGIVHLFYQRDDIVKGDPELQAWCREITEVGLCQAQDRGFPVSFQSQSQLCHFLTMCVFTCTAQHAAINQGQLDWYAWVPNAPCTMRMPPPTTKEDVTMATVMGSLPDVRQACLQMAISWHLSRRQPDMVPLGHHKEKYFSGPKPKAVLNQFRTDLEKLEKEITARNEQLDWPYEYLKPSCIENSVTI
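Purified human 12hLO (150 nM), preincubated 15 min with compound, then 40 uM arachidonic acid for 30 min, room temperature, Hepes pH 7.0 with 0.01% Triton X-100. Hydroperoxide detected by ferrous iron/xylenol orange; 573/405 nm absorbance ratio gives reaction progress.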
PNC assembly inh = blocks assembly of the perinucleolar compartment | PC3M PTB-GFP, PNC prevalence imaging, 16 h; active compounds read low | activity change (PNC), negative = inhibition, % at 10 µM | actives 3.1% (n = 140,000) | AID 2417;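 active = readout at or below -70, meaning at least 70% loss of cells showing the perinucleolar compartment, a nuclear body marking cancer cells; inconclusive = readout between -30 and a set limit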;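 note: plate controls were DMSO wells for no effect and camptothecin positive control wells for full effect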
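PC3M cells stably expressing PTB-GFP, 750–1000 cells/well, treated 16 h at 37 °C with compound (23 nl of library stock), in duplicate. After paraformaldehyde fixation and Hoechst stain, imaged at 20x; PNC prevalence scored by image analysis.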
ALOX15B inhib = inhibitors of human 15-lipoxygenase 2 (ALOX15B) | purified 15hLO-2, xylenol orange hydroperoxide absorbance | Potency, µM (series often up to 57.1 µM), without a hit: at the highest dose activity change, negative = inhibition, usual class: inhibitors | actives 0.56% (n = 110,000); note: potency is the fitted concentration of half-maximal effect; nearly all actives have a fitted effect of over 60% in size; many of its hits are not listed in these tables
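Read-out: hydroperoxide product oxidises ferrous iron, measured as xylenol orange complex via the 573-to-405 nm absorbance ratio after 30 min. Reaction: 50 nM enzyme, 15 min compound preincubation, 45 uM arachidonic acid, 90 min RT, Hepes pH 7.5 with Triton X-100.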
IMPase cell inh = IMPase inhibition in cells. CHO-M1 cells, IP1 accumulation, HTRF TR-FRET ratio. inhibition (IP1 accumulation), % at 46.1 µM. AID 901. 120,000 tested, under 10 active; active = well fitted curve in the direction sought with a large enough effect in the signal ratio, not every such curve was filed as active; inconclusive = small, poorly fitted or top-dose-only effect, or a change in a side signal; inactive = no such curve, though single readings can be large or run the other way; the % refers to the signal ratio;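 note: cells stimulated with carbachol in lithium chloride buffer; plate controls were DMSO basal wells for no effect and reference inhibitor wells for full effect; higher means more IMPase inhibition seen as more IP1 and lower FRET ratio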
Target sequence (P97697 whole entry, looked up): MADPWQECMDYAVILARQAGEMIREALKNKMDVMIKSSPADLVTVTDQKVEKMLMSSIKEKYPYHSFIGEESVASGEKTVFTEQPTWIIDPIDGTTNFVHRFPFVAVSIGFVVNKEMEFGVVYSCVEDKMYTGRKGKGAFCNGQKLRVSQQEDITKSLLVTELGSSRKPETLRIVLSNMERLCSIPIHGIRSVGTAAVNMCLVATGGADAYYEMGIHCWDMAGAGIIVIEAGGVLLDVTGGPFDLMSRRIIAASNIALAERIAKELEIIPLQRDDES
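Cellular IMPase inhibition is scored as a rise in cytosolic IP1, detected by competitive TR-FRET between d2-labelled IP1 and a europium anti-IP1 antibody. M1-expressing CHO cells were stimulated with carbachol for 30 min at 37C, with lithium (50 mM LiCl) present in the buffer.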
* marks the source's active call; other numbers are inactive results; ? = inconclusive; . = no result given; [ ] = another dose, or the depositor's remark. Unless noted, calls come from the whole dose curve; as a rule, active = well fitted curve in the direction sought with a large enough effect; inconclusive = small, poorly fitted or top-dose-only effect, or another doubt; inactive = no such curve, though single readings can be large; an effect the other way counts as inactive or inconclusive. Unless noted, % is set by controls: 0 for no effect and ±100 for the full control effect.

SMILES	ALOX12 inhib	PNC assembly inh	ALOX15B inhib	IMPase cell inh
O=C(NC1CCS(=O)(=O)C1)c1ccc(-c2ccc(Br)cc2)o1 (stereo not given)	2.4%	-21.4	0.9%	-16.6
COC(=O)c1c(/N=C/N(C)C)sc2c1CCN(c1ncc(C(F)(F)F)cc1Cl)C2	-12.0%	?	29.8%	9.9
Cc1nc2sc(-c3ccccc3)nn2c(=O)c1Br	-0.4%	-13.7	.	.
CC1CCN(S(=O)(=O)c2ccc(Oc3ccc([N+](=O)[O-])cc3)cc2)CC1	0.1%	54.9	.	14.0
CC(C)CN=c1cc(-c2ccccc2)oc2ccc(Cl)cc12	-7.2%	-5.9	27.3%	13.5
O=C(Cn1cnc2ccccc2c1=O)N1CCOCC1	-6.7%	?	-9.1%	0.8
S=c1[nH]nc(-c2ccncc2)n1Cc1ccccc1	-2.1%	?	21.6%	-0.1
CN(C)CCCSc1nc2ccccc2[nH]1	-5.7%[11.4 µM]	.	-7.4%[11.4 µM]	.
O=C(/C=C/c1ccco1)Nc1ccccc1N1CCOCC1	0.6%	7.3	.	.
Fc1ccc(Cn2nnnc2C(c2cccs2)N2CCCCCC2)cc1 (stereo not given)	-2.5%	-3.3	1.2%	7.0
O=C(O)C1CC=CCC1C(=O)Nc1ccc2c(c1)OCCO2 (stereo not given)	8.7%	-118.8*	.	12.3
O=C(O)C1C2C=CC(C2)C1C(=O)NCc1ccc2c(c1)OCO2 (stereo not given)	-5.9%	?	-0.1%	-8.3
COc1nc(NCCC2=CCCCC2)nc(OC)n1	-0.6%	17.3	-3.1%	1.1
Cc1cc(N2C(=O)C3C4C=CC(C4)C3C2=O)ccc1NC(=O)c1cccs1 (stereo not given)	1.0%	-22.2	.	.
NC1=NC(=Nc2ccccc2)c2ccccc21	2.7%	-15.5	12.0%	5.6
O=C(CCCOc1ccc(Cl)cc1)N1CCCCCC1	-2.1%	-99.1*	-3.3%	8.3
Cc1ccc(-n2nc3c(c2NC(=O)c2ccc(S(=O)(=O)N4CCOCC4)cc2)CSC3)c(C)c1	-3.3%	?	-8.8%	-0.3
CC(C)Nc1nc(Oc2cccc(Cl)c2Cl)cc(C(F)(F)F)n1	-11.6%	?	25.5%	6.5
NC(=O)c1ccc(Br)c(S(=O)(=O)N2CCCCC2)c1	6.8%	?	-1.5%	8.1
N#Cc1c(-c2ccccc2)cc(C2CC2)nc1N	-9.3%	-12.2	6.0%	8.7
Cc1ccc(OCC(=O)NCc2ccccc2)c([N+](=O)[O-])n1	-0.2%	-8.6	.	-5.6
Nc1nc(SCC(=O)N2CCCC2)[nH]c(=O)c1-c1ccccc1	4.7%	-8.6	-5.8%	12.4
COc1cccc(-n2nnc3c(=O)n(Cc4ccc(Cl)cc4)cnc32)c1	-11.2%	29.1	-12.1%	9.4
CC(NC(=O)CN1C(=O)COc2ccccc21)c1ccccc1 (stereo not given)	9.0%	?	2.4%	17.5
Nc1ccc2oc(-c3cccs3)nc2c1	1.6%	-17.4	-1.0%	-15.6
Cc1cc(C(F)(F)F)n2nc(-c3cnn(C)c3C(F)(F)F)cc2n1	3.9%	60.6	3.9%	5.7
COc1cccc(C(=O)CSc2nnc(COc3cccc4cccnc34)o2)c1	-5.9%	-27.1	7.4%[2.29 µM]	2.4
CCOC(=O)N1CCN(c2c(N3CCc4ccccc4C3)c(=O)c2=O)CC1	-3.7%	-22.8	-3.0%	-0.2
CCn1ncc(/C=C/C(=O)c2ccccc2)c1C	-3.5%	0.8	.	.
CC1(C)CC(=O)C=C(N2CCCC2)C1	-1.3%	?	.	-4.2[0.369 µM]
CC1(C)CC(CCNC(=O)c2ccco2)CC(C)(C)N1	-1.0%	11.8	4.3%	3.5
CCOC(=O)C1Oc2ccccc2C(c2ccc(OC)cc2)=C1C(=O)OC (stereo not given)	-1.0%[0.00818 µM]	.	1.2%[0.0915 µM]	.
COc1ccc(C(=O)NCCN2CCCC2)cc1OC	7.8%	?	-3.9%	1.1
CCCOc1ccc(C(C)(O)CN2CCOCC2)cc1 (stereo not given)	2.9%	-11.6	4.2%	-2.6
Cc1cc(C)c(NC(=O)COc2nncc3ccccc23)c(C)c1	2.1%	7.1	.	.
COc1c(C)cc(Br)cc1C(=O)O	-5.3%	?	2.4%	-15.1
CCOC(=O)C1CCN(C(=O)CN(Cc2ccccc2)S(C)(=O)=O)CC1	-5.3%	-18.7	0.5%	-3.9
O=C(CCSCCc1ccccn1)Nc1c(F)c(F)c(F)c(F)c1F	3.2%	?	.	.
CCOC(=O)Cn1cnc2c(C#N)c3n(c2c1=O)CCCCC3	-2.3%	-19.7	-2.3%	6.1
c1ccc(Cn2c(SCc3cn4cccnc4n3)nnc2-c2ccco2)cc1	-1.1%	?	-10.6%	2.3
Cc1cc(C(=O)N/N=C/c2cc(Br)ccc2OC(=O)c2ccc(Br)cc2)n[nH]1	-5.3%	-3.4	.	12.3
COc1ccccc1/C=N/Nc1nncc2ccccc12	-2.6%	-7.1	.	0.1
CCOC(=O)C1CCN(S(=O)(=O)C(F)(F)c2nc3ccccc3s2)CC1	-20.4%	1.3	-7.0%	3.5
Cc1ccc(S(=O)(=O)Oc2ccc(/C=N/NC(=O)c3nn(C)cc3Cl)cc2)cc1	0.4%	-100.0*	.	2.8
COc1ccc2c3c1OC1CC(O)C=C[C@@]31CCN(C)C2 (stereo not given in full)	1.8%	.	-2.7%	.
O=C(NCCCN=C1NS(=O)(=O)c2ccccc21)c1ccco1	-2.5%	24.7	.	0.5
NS(=O)(=O)c1ccc(CCNC(=O)CSc2nc3ccsc3c(=O)n2CC(=O)O)cc1	-2.4%	11.3	.	0.4
CCN(CC)CCCNC(=O)C1c2ccccc2Oc2ccccc21	0.1%	48.9	14.8%	23.7
CCCCN(C)C(=O)c1ccc(S(=O)(=O)N2CCOCC2)cc1	-1.4%	51.7	4.7%	4.4
CN1/C(=C\C(=O)c2ccco2)c2ccccc2CC1(C)C	-5.2%	-3.8	-2.1%	-1.9
O=C(NCC(=O)N(Cc1cccs1)C(C(=O)NC1CCCCC1)c1ccncc1)c1ccco1 (stereo not given)	4.5%	?	.	?
CC(C)(C)C1=C(C#N)C(c2cccnc2)C(C#N)=C(N)O1 (stereo not given)	1.6%	-29.4	.	.
O=C(Nc1ccccc1)N1CCC(n2c(=O)[nH]c3ccccc32)CC1	-2.0%	-3.6	2.2%	-3.7
C=CCn1c(SCC(=O)N2CCc3ccccc3C2)nc2sc(C)c(C)c2c1=O	-0.3%	-16.4	.	.
COC(=O)c1ccccc1NC(=O)c1cc2sccc2n1C	0.6%	13.1	-10.8%	?
CCCCC(CC)COC(=O)CCCCC(=O)OCC(CC)CCCC (stereo not given)	2.4%	.	5.4%	.
O=C(Nc1ccc(N2CCOCC2)c(C(=O)O)c1)c1ccco1	8.4%	34.7	4.0%	-6.0
Cc1ccc(/C=N/NC(=O)c2sccc2OCc2ccc(F)cc2)cc1	-0.8%	?	6.5%	25.8
O=C(Cn1cc(C(F)(F)F)ccc1=O)N1CCN(S(=O)(=O)c2ccc(Cl)cc2)CC1	-1.5%	-20.1	0.6%	-1.5
CCCCCCCCC(=O)NCCOc1ccccc1	6.3%	37.7	.	2.9
Additional results.
SMILES	ALOX12 inhib	PNC assembly inh	ALOX15B inhib	IMPase cell inh
CC1CCc2sc(C(=O)N/N=C/C3CCCCC3)cc2C1 (stereo not given)	-7.3%	-24.0	.	.
CCOC(=O)C(=O)NC12CC3CC(CC(C3)C1)C2	-2.8%	20.4	.	.
COc1ccc(OC)c(C2C(C(=O)Nc3nc4ccccc4s3)=C(C)NC3=C2C(=O)CCC3)c1 (stereo not given)	-10.0%	67.3	16.1%	-1.2
CN1CCc2cc3c(cc2[C@@H]1[C@@H]1C(=O)Oc2c1ccc1c2OCO1)OCO3	0.8%	.	30.3%[activator]	-2.4
COc1ccc(Br)cc1C(=O)Nc1ccccc1-c1ccccc1	-15.6%	-16.3	17.3%	10.4
CC(C)CCn1nnnc1C(c1ccc(F)cc1)N1CCC(C(N)=O)CC1 (stereo not given)	-5.2%	1.4	5.0%	-7.6
Cc1nc(-c2cccnc2)sc1C(=O)Nc1cccc(C(F)(F)F)c1	-19.0%	58.4	24.5%	11.0
O=C(NC1CC2CCC1C2)C1CCN(S(=O)(=O)c2ccc(-c3nn[nH]n3)cc2)CC1 (stereo not given)	-5.7%	13.2	0.6%	0.8
CC1(C)CC(=O)C2=C(C1)N(Cc1cccnc1)C(=O)C2(NC(=O)c1ccc(F)cc1)C(F)(F)F (stereo not given)	2.9%	10.8	-8.5%	0.2
CC1CCN(CCCNC(=O)COc2cc(=O)n(C)c3ccccc23)CC1	-6.6%	5.4	1.3%	8.5
CCNC(=S)N/N=C/c1cn(Cc2ccc(F)cc2)c2ccccc12	-11.9%	36.5	.	.
O=C(CCCCCn1c(=S)[nH]c2ccccc2c1=O)NCc1ccc2c(c1)OCO2	-2.8%	34.3	-16.5%	-3.1
COc1ccc(N2CCN(C(=O)CCCOc3cc(=O)n(C)c4ccccc34)CC2)cc1	-6.4%	-26.5	-5.2%	0.8
Cc1occc1C(=O)N=Nc1c(O)n(C)c2ccccc12	-3.6%	-26.2	.	.
COC(=O)c1ccc2c(=O)[nH]c(CSc3nc(-c4ccc(F)cc4)cs3)nc2c1	-4.0%	-16.1	.	.
CC(=O)Oc1ccc(N(C(C)=O)S(=O)(=O)c2cccs2)cc1	-2.0%	6.1	-0.3%	5.5
O=C(c1csnn1)N1CCC[C@@]2(CCN(c3cccc(-c4ccccc4)c3)C2)C1	-1.4%	.	-21.7%	.
COc1cccc(/C=C/C(=O)NCCc2ccc3c(c2)OCCO3)c1	-0.2%	4.6	.	0.3
Cc1ccc(CN2CCN(c3ccccn3)CC2)s1	-12.5%	11.6	-0.2%	1.6
CCOC(=O)C1=C[C@@]2(CC)CCCN3CCc4c(n1c1ccccc41)[C@H]32	-8.5%	.	36.2%[activator]	7.5
Cc1cccc(CNc2nc(-c3ccoc3)nc3ccccc23)c1	-5.5%	.	38.4%[activator]	.
Cc1cc(S(=O)(=O)NCc2cccs2)ccc1-n1cnnn1	0.5%	-13.5	.	.
CN(Cc1nc(-c2cccnc2)no1)S(=O)(=O)c1ccc(Br)cc1	-3.6%	-21.1	0.4%	2.0
COc1ccc(CCNC(=O)CN(C)S(=O)(=O)c2ccc3c(c2)CCC(=O)N3)cc1OC	0.7%	-5.7	1.0%	-0.2
Clc1ccc2nc(CN3CCCCC3)cn2c1	2.8%	-7.9	0.7%	13.4
CCOc1ccc2cc(S(=O)(=O)N3CCN(C)CC3)ccc2c1	-3.8%	-6.9	.	-7.5
COc1ccc(CNC(=O)c2c(O)c3ccccc3n(C)c2=O)cc1OC	-15.4%	4.9	2.6%	?
Cc1nn(Cc2ccc(C(=O)N3N=C(C(F)F)CC3(O)C(F)F)o2)c(C)c1[N+](=O)[O-] (stereo not given)	1.7%	?	.	.
COc1ccc(-c2nc3c(Br)c(N)c(Br)cc3o2)cc1	-10.1%	-12.8	-7.4%	5.7
CCC1CCCCN1S(=O)(=O)c1ccc(S(=O)(=O)N(Cc2cccs2)C2CC2)cc1 (stereo not given)	-4.3%	-28.3	-12.2%	5.8
Cc1cc(=O)n2c3c(sc2n1)C(=O)N(Cc1ccccc1)C3=O	-1.9%	?	.	1.5

Printed as active in PNC assembly inh (from the list above):
SMILES	ALOX12 inhib	PNC assembly inh	ALOX15B inhib	IMPase cell inh
O=C(O)C1CC=CCC1C(=O)Nc1ccc2c(c1)OCCO2 (stereo not given)	8.7%	-118.8*	.	12.3
O=C(CCCOc1ccc(Cl)cc1)N1CCCCCC1	-2.1%	-99.1*	-3.3%	8.3
Cc1ccc(S(=O)(=O)Oc2ccc(/C=N/NC(=O)c3nn(C)cc3Cl)cc2)cc1	0.4%	-100.0*	.	2.8

High-throughput results as filed in PubChem BioAssay.

An excerpt; rates above refer to the full screens.
